CHRM5 agonist = CHRM5 agonism in calcium assay. CHO-K1 hM5 cells, Fluo-8 calcium fluorescence; 0% DMSO wells, 100% maximal acetylcholine response. activation, % at 3 µM. 360,000 tested, 0.19% active. AID 624037;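 active = activation above the run's mean over test compounds plus 3 SD, cut at about 23% in these data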;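 also: signal is peak over basal fluorescence ratio across the kinetic read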
M5 PAM = potentiates acetylcholine response at human M5 receptor | P08912 | CHO-K1 hM5, Fluo-8 calcium, ACh EC20 PAM; 0% = ACh EC20, 100% = ACh EC100 | activation, % at 3 µM | 360,000 tested, 0.3% active | AID 624038;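 active = activation above the run cutoff, the mean activation of all test compounds plus 3 SD, cut at about 18% in these data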
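Assay system: CHO-K1 hM5 cells / Incubation: Fluo-8 loading 80 min at 37 °C plus 30 min room temperature / Technique: Fluo-8 calcium dye fluorescence, kinetic read / Repeats: single replicate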
CRFR2-BP antag = antagonists of CRF-binding protein/CRF-R2 receptor complex | HEK293 CRF-R2/CRF-BP, CRF-induced calcium fluorescence | inhibition, % at 11.8 µM | 350,000 tested, 0.59% active | AID 588475;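 active = inhibition of the ligand-induced calcium signal above about 50% at the single tested concentration, limit read from the data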
M5 antag = CHRM5 antagonism in calcium assay; AID 624040; CHO-hM5 cells, Fluo-8 calcium fluorescence, ACh EC80; 360,000 tested, 0.59% active; inhibition, % at 3 µM;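 active = inhibition above a per-plate cutoff, the mean of that plate's test compounds plus 3 SD, cut at about 27% in these data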;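 also: 0% = acetylcholine EC80 with DMSO and 100% = DMSO without agonist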
CHRM4 agonist = agonists of human muscarinic M4 receptor (CHRM4). P08173. CHO-K1 hM4/Gqi5, Fluo-8 calcium fluorescence; vehicle 0%, full acetylcholine response 100%. activation, % at 3 µM. 360,000 tested, 0.14% active. AID 624127;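 active = activation above the run mean over all test wells plus 3 SD, cut at about 32% in these data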;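 also: peak over basal fluorescence ratio per well then scaled between controls; 0% = DMSO wells and 100% = acetylcholine at EC100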
M4 PAM = positive allosteric modulators of human muscarinic M4 receptor. P08173. CHO-K1 hM4/Gqi5, Fluo-8 calcium fluorescence, ACh EC20; 0% = ACh EC20, 100% = maximal ACh. activation, % at 3 µM. 360,000 tested, 0.4% active. AID 624126;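 active = activation above its plate's cutoff, the mean activation of sample wells plus 3 SD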; also: some results filed as inactive read as strong as hits
CHRM1 PAM = positive allosteric modulators of human M1 muscarinic receptor | activation, % at 3 µM | CHO-K1 hM1, Fluo-8 calcium fluorescence, ACh EC20; 0% = ACh EC20, 100% = maximal ACh | P11229 | 360,000 tested, 0.088% active | AID 588819; in the data active = activation above about 19%, passing the limit was not always enough
CHRM4 antagonist = antagonists of human muscarinic M4 receptor (CHRM4); CHO-hM4 cells, ACh EC80, Fluo-8 calcium fluorescence; inhibition, % at 3 µM; 360,000 tested, 0.73% active; AID 624125;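 active = inhibition above its plate's cutoff, the mean inhibition of sample wells plus 3 SD, cut at about 27% in these data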;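 also: 0% = acetylcholine EC80 with DMSO and 100% = DMSO without agonist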
CRFR2-BP ag = CRF-BP/CRF-R2 complex agonism; activation, % at 13.2 µM; 350,000 tested, 0.46% active; HEK293 CRF-R2/CRF-BP, calcium dye fluorescence (FLIPR); percent of saturating CRF peptide response;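 active = activation of at least 50%, plus an integration ratio under a set limit after plate pattern correction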;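 also: plate controls were neutral control wells without compound for no effect and CRF at EC100 for full effect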
An asterisk follows results filed as active; x = no result given. An unsorted share of the library; about 2.6% have a hit in one of these screens.

CHRM5 agonist | M5 PAM | CRFR2-BP antag | M5 antag | CHRM4 agonist | M4 PAM | CHRM1 PAM | CHRM4 antagonist | CRFR2-BP ag | canonical_smiles
-1 | 2 | -13 | -10 | -1 | -1 | 10 | 0 | -0.5 | COc1ccc(C(=O)NC(=S)NNC(=O)c2ccc(NC(C)=O)cc2)cc1Br
-2 | -7 | 6 | 8 | 2 | -1 | -3 | 1 | -2.3 | CC1CCCC(C)N1C(=O)COc1cccc(Oc2ccccc2)c1 (stereo not drawn)
2 | 3 | -14 | -1 | 0 | 8 | 1 | 6 | 0.7 | COC(=O)COc1ccc2occ(C(C)=O)c2c1
-2 | 0 | -3 | -6 | 2 | 2 | 7 | -6 | -0.9 | O=C(CSc1ncn[nH]1)N1N=C2/C(=C/c3ccco3)CCCC2C1c1ccco1 (stereo not drawn)
1 | 2 | 3 | -2 | 2 | -3 | 3 | 9 | 0.6 | COc1ccccc1C(=O)Nc1ccc(OCC(=O)N2CCCCC2C)cc1 (stereo not drawn)
1 | 5 | -22 | -1 | 1 | 8 | -1 | -4 | 1.0 | CCN(CC)S(=O)(=O)c1ccc(C)c(C(=O)Oc2cccc(-c3cnc4ccccc4n3)c2)c1
-5 | -1 | 4 | -3 | 0 | 3 | -3 | -4 | -0.3 | CCCCOCCCNC(=O)/C=C/c1ccccc1Cl
0 | -1 | x | -6 | 0 | 1 | -1 | 2 | x | OC[C@H]1O[C@@H](c2nc(-c3ccc(CN4CCOCC4)cc3)no2)[C@H](O)[C@@H](O)[C@H]1O
2 | -8 | 7 | 11 | 0 | -8 | 3 | 6 | 1.2 | N#CC(=C=[N-])c1nc2ccccc2nc1-[n+]1cccc(NC(=O)c2ccccc2)c1
-1 | 1 | -1 | 1 | 0 | 2 | 5 | 3 | 1.2 | C=CCn1c(SCC(=O)N2CCOCC2)nc2scc(-c3ccco3)c2c1=O
-4 | 6 | 0 | -8 | 0 | 1 | 1 | 7 | 1.3 | CC1c2cccn2CCN1S(=O)(=O)c1ccc(F)cc1 (stereo not drawn)
-2 | -8 | 22 | 10 | 2 | -4 | -4 | -1 | -0.9 | CC(=O)c1ccc(CCCCc2ccc(C(C)=O)cc2)cc1
0 | 3 | -14 | -2 | 1 | -12 | 9 | 18 | 4.2 | CCOc1cc(-c2noc(-c3ccncc3)n2)cc(Br)c1OC
-3 | -3 | 16 | 4 | 1 | 4 | 3 | -3 | 0.0 | CCOc1cc(/C=N/NC(=O)c2cc(C3CC3)[nH]n2)ccc1O
2 | 0 | -2 | -5 | 1 | -1 | -3 | -8 | -0.1 | CCOCCCNC(=O)C1CCN(S(=O)(=O)c2ccc(C)cc2)CC1
-3 | -3 | -2 | 3 | 1 | -3 | 8 | 9 | -3.5 | CCOC(=O)c1c(C)cc(C)n2c1nc1ccccc12
-4 | 2 | 11 | -2 | 0 | -5 | -2 | -2 | 0.1 | O=C1C=C(c2ccccc2)C[C@@H](c2ccc3c(c2)OCO3)C1
-1 | 11 | -29 | -10 | 3 | -4 | -1 | -2 | 6.9 | COC(OC)C12c3ccccc3C(c3ccccc31)C1C(=O)N(c3cccnc3)C(=O)C12 (stereo not drawn)
-3 | 1 | -8 | -1 | -1 | 6 | -1 | -4 | 0.2 | Cc1c(NC(=O)C2(C)CCCCC2)c(=O)n(-c2ccccc2)n1C
0 | -2 | 18 | 1 | 0 | -6 | -15 | 13 | 7.0 | Cc1ccc(Oc2ccccc2/C=C2\SC(=O)N(C)C2=O)cc1
-5 | -9 | -2 | 5 | 0 | 3 | 6 | -5 | 0.3 | CCOC(=O)c1c(N=CN(C)C)c(C#N)c2n1CCCC2
-3 | -1 | 7 | 8 | 1 | -5 | 2 | 5 | 1.1 | COC(=O)C1CSC(C(=O)OC)N1C(=O)Nc1ccc(Cl)cc1 (stereo not drawn)
3 | 7 | -19 | -7 | 2 | 1 | 5 | 4 | 0.3 | CCOC(=O)c1[nH]nc(-c2cc(CC)c(O)cc2O)c1-c1cscn1
0 | 1 | -73 | -3 | 3 | 4 | 7 | -10 | 53* | Cc1ccc2c(c1)c(/C=C/c1cc[n+](C)cc1)c(C)n2C
-2 | 34* | -6 | -4 | 1 | 2 | 2 | -20 | 1.8 | Cc1ccc(C)c(C(=O)CSc2n[nH]c(C(C)C)n2)c1
-5 | -6 | 8 | 5 | 1 | 9 | 10 | -17 | 3.0 | Cc1ccc(NC(=O)NNC(=O)COc2ccc3ccccc3c2)cc1
-2 | -4 | 1 | -2 | 1 | 3 | 3 | 0 | -1.6 | C/C(=N\NC(=O)c1ccc(Br)cc1)c1cccc(NC(=O)c2cccnc2)c1
2 | 0 | 0 | 1 | 3 | 3 | -2 | 7 | 0.5 | O=C(NCCc1csc(-c2cccnc2)n1)c1cccs1
-2 | -3 | -10 | 10 | 1 | 2 | 6 | 4 | 0.0 | CCN(CC)C(=O)Cn1c(=O)oc2ccccc21
4 | 3 | -13 | 1 | 0 | 3 | -1 | -8 | 1.0 | O=C(CN1C(=O)c2ccc([N+](=O)[O-])cc2C1=O)NCc1ccc(C(=O)O)cc1
-2 | 7 | -14 | 0 | 0 | 6 | 6 | 4 | 0.1 | Cc1ccc(N2C(=O)CC(Cn3nc(C)cc3C)C2=O)cc1 (stereo not drawn)
-2 | -13 | 8 | 14 | 6 | -3 | 1 | 15 | -1.3 | COc1cc2ccccc2cc1C(=O)NC1CCCC1
2 | -9 | -5 | 8 | 3 | -2 | -4 | -16 | -1.1 | CN(Cc1ccc(F)cc1)C(=O)CN1CCN(S(=O)(=O)c2ccc3c(c2)OCCCO3)CC1
1 | -2 | 4 | -2 | 0 | -8 | 4 | 12 | -0.3 | COc1ccc(S(=O)(=O)Nc2ccc3c(c2)COC3=O)cc1OC
1 | 2 | -18 | -2 | 1 | -5 | 10 | 5 | 2.2 | Cc1cc(NC(=O)CN2C(=O)NC3(CCCCC3)C2=O)no1
-6 | -10 | -1 | 3 | 1 | -5 | -5 | -7 | 2.5 | O=C(NCc1ccccc1)c1cccc(COc2ccc(Cl)cc2)c1
-3 | 4 | -2 | 12 | 1 | 16 | 8 | 11 | 2.6 | O=C(CSc1nnc2ccc(-c3ccncc3)nn12)N1CCCCC1
-1 | 1 | -4 | 6 | 0 | -2 | 3 | 9 | 0.6 | NC(=O)/C(=C/c1ccco1)NC(=O)/C=C/c1ccccc1
-1 | 0 | -6 | -7 | 2 | -1 | 6 | -6 | 0.2 | Cc1cnc(C(=O)Nc2cc(S(=O)(=O)N3CCOCC3)ccc2N2CCN(C)CC2)cn1
-8 | -17 | 12 | 3 | 4 | -10 | -2 | 6 | 0.2 | c1cc(Nc2ncnc3sccc23)cc(-c2nnc3n2CCCCC3)c1

Four compounds already listed, ordered by their value in M5 PAM, lowest first:
CHRM5 agonist | M5 PAM | CRFR2-BP antag | M5 antag | CHRM4 agonist | M4 PAM | CHRM1 PAM | CHRM4 antagonist | CRFR2-BP ag | canonical_smiles
-8 | -17 | 12 | 3 | 4 | -10 | -2 | 6 | 0.2 | c1cc(Nc2ncnc3sccc23)cc(-c2nnc3n2CCCCC3)c1
-6 | -10 | -1 | 3 | 1 | -5 | -5 | -7 | 2.5 | O=C(NCc1ccccc1)c1cccc(COc2ccc(Cl)cc2)c1
-1 | 0 | -6 | -7 | 2 | -1 | 6 | -6 | 0.2 | Cc1cnc(C(=O)Nc2cc(S(=O)(=O)N3CCOCC3)ccc2N2CCN(C)CC2)cn1
-1 | 1 | -4 | 6 | 0 | -2 | 3 | 9 | 0.6 | NC(=O)/C(=C/c1ccco1)NC(=O)/C=C/c1ccccc1

Following part.
CHRM5 agonist | M5 PAM | CRFR2-BP antag | M5 antag | CHRM4 agonist | M4 PAM | CHRM1 PAM | CHRM4 antagonist | CRFR2-BP ag | canonical_smiles
0 | 2 | -1 | -6 | 2 | 8 | 19 | -10 | 5.5 | COc1ccc(C2CC(c3ccco3)n3ncnc3N2)cc1 (stereo not drawn)
-10 | -2 | 17 | 8 | -1 | -16 | -13 | 9 | 3.3 | CCOC(=O)N1CCC(N2CCN(Cc3ccccc3)C(CCO)C2)CC1 (stereo not drawn)
0 | 6 | 28 | 6 | 2 | 6 | 10 | -9 | 40 | Cc1ccccc1/C=C1\SC(=S)N(/N=C/c2cc([N+](=O)[O-])ccc2O)C1=O
-2 | 14 | 1 | -16 | 3 | 5 | 0 | -5 | -0.2 | CC(C)Cc1nc(SCC(=O)N2CCCC2)c2c(=O)n(C)c(=O)n(C)c2n1
0 | -2 | -25 | 7 | 1 | -2 | 2 | 9 | 3.3 | CCOC(=O)C1=C(C)Nc2nnnn2C1c1cccc(OC)c1OC (stereo not drawn)
-7 | -1 | 11 | 3 | 0 | -2 | -13 | 8 | 1.9 | CCN(CC)C(=O)C1CCCN(C/C=C/c2ccccc2)C1 (stereo not drawn)
8 | -10 | 2 | 3 | 14 | 2 | -4 | 7 | -2.0 | O=C(c1ccc(S(=O)(=O)N2CCOCC2)cc1)N(Cc1ccco1)Cc1cccs1
-2 | -18 | -2 | 25 | 8 | -9 | -7 | 8 | -0.2 | COc1ccc(CCNC(=O)c2cc(C(=O)c3cc(C)ccc3O)cn(CCc3ccc(OC)cc3)c2=O)cc1
-2 | 6 | 5 | 3 | 2 | 3 | 3 | -5 | -2.0 | COc1ccc(OC)c(N(CC(=O)NC2CCCCCC2)S(=O)(=O)c2ccc(C)cc2)c1
-3 | -6 | 21 | -2 | 1 | 5 | 8 | -15 | -0.1 | CC1CCN(c2ccccc2N)CC1
-1 | -2 | 0 | -2 | 1 | -1 | 4 | 1 | -1.2 | Cc1ccc(NC(=O)Cc2c[nH]c3ccccc23)cc1S(=O)(=O)N1CCCCCC1
0 | 2 | -7 | -2 | 3 | 7 | 5 | -10 | 2.0 | COc1ccc(NC(=O)CSc2nccn2Cc2ccco2)cc1OC
6 | 3 | 1 | -2 | 0 | -4 | -1 | 5 | -0.2 | NS(=O)(=O)c1ccc(NC(=O)Nc2ccc(C(F)(F)F)cc2)cc1
-3 | -2 | -14 | 13 | 0 | 0 | 1 | -4 | -0.1 | CC(C)(C)NC(=S)NC(=O)C12CCC3CC(CC(C3)C1)C2
-6 | -10 | -10 | 8 | 2 | -3 | -5 | -3 | 0.6 | O=C(NCC1CCCO1)c1ccc2c(=O)n(CCc3ccccc3)c(=O)[nH]c2c1 (stereo not drawn)
1 | -15 | 14 | -9 | 1 | -4 | 29 | -1 | 0.3 | Nc1cc(Oc2ccc(Cl)cc2Cl)nc(N)n1
1 | -8 | 4 | 7 | 0 | -10 | -1 | 9 | 4.3 | Cc1c(NC(=O)CSc2ccccc2F)c(=O)n(-c2ccccc2)n1C
-2 | 5 | 1 | 0 | 2 | 14 | -1 | -1 | 1.1 | COc1cccc(CNC(=O)CCCNS(=O)(=O)c2cccs2)c1
3 | 7 | x | 5 | 3 | 0 | 10 | -1 | x | COc1cc(NC(=O)[C@H]2O[C@@H](n3cnc4c(N)ncnc43)[C@H](O)[C@@H]2O)cc(OC)c1OC
0 | -4 | 9 | 9 | 5 | -4 | 2 | 4 | 1.7 | O=c1[nH]c(CN2CCN(S(=O)(=O)/C=C/c3ccccc3)CC2)nc2cc(Cl)ccc12
0 | 0 | x | -1 | 1 | 2 | 6 | -2 | x | O=C(NCc1cccc(F)c1)Nc1nnc([C@@H]2C[C@H](O)[C@@H](CO)O2)s1
-3 | 2 | 5 | 4 | 0 | 7 | 5 | 0 | -1.9 | CCNS(=O)(=O)c1ccc(Br)c(OC)c1

Screening results deposited in PubChem by several laboratories.
